From PubChem
p53 reactivation: restores transcriptional activity of mutant p53. H1299 p53-A138V BP100-luciferase reporter, luminescence, 24 h. Potency, µM (top dose mostly 92.2 µM), inactives show top-dose activity change, positive = activation, actives largely listed as activators. actives 0.063% (n = 320,000). AID 504706; note: potency is the fitted concentration of half-maximal effect; % of control where 0% means no effect; nearly all actives have a fitted effect of over 45% in size
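p53-null H1299 cells stably carrying temperature-sensitive p53-A138V and a BP100-luciferase reporter were pinned with compounds (4-point, 1:5 series) and held 24 hrs at 37 deg C. Luminescence was read 10 min after detection reagent.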
NPC1 promoter act: activates the NPC1 promoter | actives 2.4% (n = 320,000) | Potency, µM (doses to about 9.22 µM), inactives show at the highest dose activation, most hits filed as activators | Huh7 NPC1 promoter luciferase reporter, 24 h;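 note: potency is the fitted concentration of half-maximal effect; % of control where 0% means no effect; nearly all actives have a fitted effect of over 60% in size; reporter is driven by a mutant NPC1 promoter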
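Compounds in DMSO were transferred onto Huh7 NPC1-luciferase reporter cells pre-incubated 2 h; after 24 h at 37 °C, Amplite reagent was dispensed and luminescence recorded 10 min later.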
RORg inh: ROR gamma (mouse) transcription inhibition | actives 5.4% (n = 310,000) | P51450 | Drosophila S2 Gal4-RORgamma UAS-luciferase reporter, 20 h | Potency, µM (series often up to 53.6 µM), for inactives: at the highest dose activity change, negative = inhibition, most hits filed as inhibitors; note: potency is the fitted concentration of half-maximal effect; % is set by controls: 0 for no effect and ±100 for the full control effect; nearly all actives have a fitted effect of over 60% in size
Target sequence (P51450 whole entry, looked up, the tested form may be a part): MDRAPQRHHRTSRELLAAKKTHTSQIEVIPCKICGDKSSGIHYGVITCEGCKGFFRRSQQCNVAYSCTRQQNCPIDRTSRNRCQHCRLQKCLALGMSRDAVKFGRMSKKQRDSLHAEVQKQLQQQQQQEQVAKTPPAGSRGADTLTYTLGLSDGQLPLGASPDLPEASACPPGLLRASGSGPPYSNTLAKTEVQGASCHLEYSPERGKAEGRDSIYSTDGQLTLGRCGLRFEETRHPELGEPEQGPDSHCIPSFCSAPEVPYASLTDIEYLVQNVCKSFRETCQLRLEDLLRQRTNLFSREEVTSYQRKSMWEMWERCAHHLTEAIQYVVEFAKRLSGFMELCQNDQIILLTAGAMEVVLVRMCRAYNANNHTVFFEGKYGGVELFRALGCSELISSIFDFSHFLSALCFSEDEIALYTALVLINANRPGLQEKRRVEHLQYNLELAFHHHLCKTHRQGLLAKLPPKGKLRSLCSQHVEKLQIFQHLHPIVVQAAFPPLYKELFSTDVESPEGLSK
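ROR gamma transcriptional activity was tracked as Gal4-UAS luciferase output in stably transfected Drosophila Schneider cells, with compound added 1 hr before 700 uM copper sulfate induction and a 20 hr ambient-temperature incubation.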
BRCA1 expr up: increases BRCA1 expression. Potency, µM (titrated, usually from 46.1 µM), without a hit: top-dose activation, hits mostly activators. actives 1.1% (n = 380,000). MCF7-BRCA1-FFLuc reporter, luminescence, 48 h; response scale: scaled: vehicle 0%, 10 µM genistein 100%; note: potency is the fitted concentration of half-maximal effect; nearly all actives have a fitted effect of over 80% in size; some results filed as inactive show a strong effect at the top dose
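MCF7-BRCA1-FFLuc cells, 2000/well in phenol-red-free MEM, attached 2 h then treated 48 h at 37 C. Luciferase luminescence read 15 min after reagent; normalized to genistein maximum activation (10microM) and DMSO, concentration-response fitted.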
Menin MLL FP TR: menin-MLL binding inhibition, Texas Red mutant peptide; actives 0.23% (n = 270,000); Potency, µM (highest dose often 61.6 µM), for the others: top-dose FP activity change, negative = inhibition, usual class: inhibitors; O00255; Menin + Texas Red MLL mutant peptide, fluorescence polarization; active = well fitted inhibition curve with a large enough effect in the polarisation, with a control signal flat, not every such curve was filed as active; inconclusive = small, poorly fitted or top-dose-only effect, or effect the other way, or a change in a side signal; inactive = no such curve, though single readings can be large or run the other way; the % refers to the polarisation; note: potency is the fitted concentration of half-maximal effect; % of control where 0% means no effect; many of its hits are not listed in these tables
Gal4-VP16 FLuc: inhibits Gal4-VP16 luciferase reporter, ROR gamma counter-screen. actives 3.5% (n = 310,000). Potency, µM (doses to about 53.6 µM), without a hit: at the top dose activity, negative = inhibition, most hits filed as inhibitors. Drosophila S2 Gal4-VP16 UAS-luciferase, luminescence, 20 h. AID 2546;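 note: Gal4-VP16 expression switched on by copper sulfate through the metallothionein promoter; potency is the fitted concentration of half-maximal effect; % is set by controls: 0 for no effect and ±100 for the full control effect; nearly all actives have a fitted effect of over 50% in size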
Rab9 promoter act: activators of Rab9 promoter. Huh7 Rab9 promoter-luciferase reporter, luminescence, 24 h. Potency, µM (titrated, usually from 9.22 µM), inactives show at the highest dose activation, negative = inhibition, usual class: activators. actives 2.8% (n = 320,000); note: potency is the fitted concentration of half-maximal effect; % of control where 0% means no effect; nearly all actives have a fitted effect of over 60% in size
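Cell-based reporter: Huh7 stable for Rab9 promoter-driven luciferase, plated in reduced-serum medium with 10% FBS at 1500 cells/well, compound-treated 24 h at 37 °C, luminescence read after 10 min reagent.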
ELG1 genotoxic: inducers of genotoxicity in HEK293T ELG1-luciferase cells. actives 1.3% (n = 330,000). HEK293T ELG1-luciferase reporter, luminescence, 16 h. Potency, µM (highest dose often 46 µM), for inactives: top-dose activity change, positive = activation, hits mostly activators; note: potency is the fitted concentration of half-maximal effect; % of control where 0% means no effect; nearly all actives have a fitted effect of over 60% in size
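Luminescence read-out: rising ELG1-luciferase signal, reflecting elevated ELG1 protein under genetic stress, flags genotoxic compounds. Cells were treated for 16 hr at 37 °C before ONE-Glo detection.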
Giardia killer: kills Giardia lamblia. AID 540267. activity change, % at 7.66 µM, hits read low. Giardia lamblia trophozoite viability. actives 0.15% (n = 340,000); in the data active = activity change below about -80%; inconclusive = between about -30% and that limit;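 note: parasites exposed to compound for two days anaerobically before the ATP read; % is set by controls: 0 for no effect and ±100 for the full control effect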
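Giardia lamblia trophozoites (100 cells/well) were incubated with compounds for 48 h at 37 deg C under anaerobic conditions. Viability was read as ATP content by one-step luminescence after 15-30 min at room temperature.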
FLuc counter: counter-screen for miR-21 project: firefly luciferase inhibitors or activators. P08659. purified FLuc, Km substrates, luminescence inhibition. Potency, µM (doses to about 57.5 µM), without a hit: at the highest dose activity change, negative = inhibition, actives largely listed as inhibitors. actives 6.9% (n = 360,000);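 note: potency is the fitted concentration of half-maximal effect; plate controls were vehicle for no effect and reference inhibitor for full effect; nearly all actives have a fitted effect of over 55% in size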
Target sequence (P08659 whole entry, looked up): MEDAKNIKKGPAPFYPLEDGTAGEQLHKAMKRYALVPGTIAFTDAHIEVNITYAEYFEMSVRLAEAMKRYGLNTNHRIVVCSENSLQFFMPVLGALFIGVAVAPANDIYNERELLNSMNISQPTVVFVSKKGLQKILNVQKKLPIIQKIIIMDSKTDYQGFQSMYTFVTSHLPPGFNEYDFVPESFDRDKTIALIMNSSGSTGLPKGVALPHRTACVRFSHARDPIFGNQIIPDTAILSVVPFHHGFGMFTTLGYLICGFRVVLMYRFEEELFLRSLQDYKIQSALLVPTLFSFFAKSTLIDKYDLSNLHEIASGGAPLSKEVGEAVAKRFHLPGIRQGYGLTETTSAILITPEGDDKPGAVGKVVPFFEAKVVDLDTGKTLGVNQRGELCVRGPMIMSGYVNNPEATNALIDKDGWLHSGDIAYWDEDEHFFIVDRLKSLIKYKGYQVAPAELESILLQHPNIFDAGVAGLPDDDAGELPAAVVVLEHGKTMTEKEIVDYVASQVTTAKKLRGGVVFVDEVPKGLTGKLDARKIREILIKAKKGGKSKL
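Purified P. pyralis luciferase (10nM final) with 10uM D-luciferin and 10uM ATP (Km levels) in 50mM Tris acetate pH 7.5, 10mM Mg acetate, 0.01% Tween-20, 0.05% BSA; qHTS 6-point titration, ~60 µM downward; luminescence read.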
PKM2 act: activators of human pyruvate kinase M2; purified PKM2, Kinase-Glo ATP luminescence, activation; response scale: 0% is enzyme alone, no compound; Potency, µM (top dose mostly 57.5 µM), inactives show at the highest dose activation, usual class: activators; actives 0.34% (n = 260,000); AID 1631; note: potency is the fitted concentration of half-maximal effect; % is set by controls: 0 for no effect and ±100 for the full control effect; nearly all actives have a fitted effect of over 55% in size
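ATP formation by purified human PK-M2, quantified via coupled luciferase luminescence after 1 h at room temperature with 0.1 mM ADP and 0.5 mM PEP final.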
An asterisk follows results filed as active; u = inconclusive; x = no result given; & = joins results of further samples; [ ] = another dose, or the depositor's remark. Unless noted, calls come from the whole dose curve; as a rule, active = well fitted curve in the direction sought with a large enough effect; inconclusive = small, poorly fitted or top-dose-only effect, or another doubt; inactive = no such curve, though single readings can be large; an effect the other way counts as inactive or inconclusive. The list is partial (hit frequency here may not be typical).

Order of values: p53 reactivation	NPC1 promoter act	RORg inh	BRCA1 expr up	Menin MLL FP TR	Gal4-VP16 FLuc	Rab9 promoter act	ELG1 genotoxic	Giardia killer	FLuc counter	PKM2 act
O=[N+]([O-])c1ccc(-c2ccc(/C=N/Nc3nc(N4CCCCC4)nc(N4CCCCC4)n3)o2)cc1
  -1.8%	-6.1%	-6.5%	-0.6%	u	0.0%	-26.2%	0.1%	60.0[activator]	-0.2%	-8.0%
C/C(NC(=O)c1ccccc1F)=C1\C(=O)C[C@@H]2[C@H]1C2(C)C
  12.6µM*	u	u	11.2µM*	6.3%	12.9%	u	u	-11.5	15.1µM*	-1.9%
CCCCN(CCCC)CCNC(=O)c1cn(C)c2ccc(S(=O)(=O)N(C)C3CCCCC3)cc2c1=O
  -1.3%	0.0%	-0.6%	-18.8%	-26.9%	-5.8%	0.2%	-1.6%	4.3	2.9%	x
O=C1C=C(NNC(=O)c2ccccc2Br)CCC1
  2.2%	-3.5%	-3.7%	-24.6%	3.2%	-19.0%	-5.4%	2.7%	18.5	3.0%	2.6%
C/C(N)=C(/C#N)C(=O)COC(=O)C1=NN(c2ccccc2)C(=O)CC1
  -1.0%	1.6%	10.9%	-7.0%	0.6%	15.0%	15.7%	-0.1%	5.9	3.9%	x
CCC(C)(C)NC(=O)C(c1ccccn1)N(C(=O)c1csnn1)c1ccc(C)cc1 (configuration not stated)
  0.8%	-4.1%	8.9%	0.0%	-3.9%	26.7%	-3.6%	2.6%	-0.3	0.0%	-1.5%
O=C(NCCc1cn[nH]c1)C1CCC(=O)N(CCc2cccc(F)c2)C1 (configuration not stated)
  -2.3%	0.1%	-7.5%	6.7%	x	7.4%	0.2%	-4.5%	-5.9	2.9%	x
CC(=O)Nc1ccc(NC(=O)Nc2ccccc2)cc1
  21.9%	u	-2.2%	u	13.4%	24.5%	u	16.7%	13.5	16.9µM*	x
NS(=O)(=O)c1ccc(CCNC(=O)c2ccc(CS(=O)(=O)c3ccc(Br)cc3)o2)cc1
  17.5%	0.7%	-16.3%	0.7%	4.2%	-0.1%	3.6%	1.6%[9.26 µM]	u	-2.5%	x
O=C1CC(c2ccc3c(c2)OCCO3)Oc2ccc([N+](=O)[O-])cc21 (configuration not stated)
  35.7%	u	11.2µM*	2.6%	u	12.6µM*	0.562µM*	0.651µM*	u	0.269µM*	x
COc1ccc2[nH]c3c(NCCCN4CCCC4=O)ncnc3c2c1
  17.9%	17.2%	-15.7%	55.4%	-1.0%	14.0%	8.8%	13.1%	4.4	u	3.4%
Cc1cc(SCn2nnc3ccccc3c2=O)nc2ccccc12
  2.8%	0.8%	16.5%[10 µM]	48.4%	8.9%	-4.1%	5.5%	9.3%	15.7	u	2.8%
Cc1nn(-c2ccccc2)c(Cl)c1C1C(C#N)=C(N)Oc2c1c(C)nn2-c1ccccc1 (configuration not stated)
  1.4%	-5.5%	31.1%	-20.1%	16.2%	-4.3%	20.1%	2.7%	-7.3	3.3%	-1.8%
COc1ccc(N2C(=O)/C(=C/N(C)C)NC2=S)cc1
  7.3%	-2.1%	-14.4%	11.7%	8.8%	-1.5%	0.1%	4.2%	-9.2	-2.7%	-0.9%
CCOC(=O)N1CCN(C(=O)Cn2ncc3c2-c2ccccc2OC3)CC1
  -4.1%	4.4%	0.0%	-2.1%	-9.9%[11.7 µM]	0.0%	6.1%	-1.4%	-0.3	-1.9%	-1.8%
COc1ccc(CNC(=O)COC(=O)C2CCC(C(C)(C)C)CC2)cc1 (configuration not stated)
  10.3%	0.8%	-5.6%	1.3%	-9.6%	-4.5%	0.9%	-0.3%	-8.3	4.3%	5.0%
COc1ccc(Nc2nc3ccccc3c(=O)s2)c(OC)c1
  -6.9%	-0.3%	u	5.7%	4.0%	u	3.4%	1.6%	-8.4	3.9%	-0.4%
Cc1cccc(NC(=O)CSc2nnc(NC(=O)c3ccco3)s2)c1
  -5.0%	0.3%	17.4%	39.4%	18.0%	27.2%	18.1%	-5.4%	-4.1	13.5µM*	0.9%
c1csc(CSc2nnc3sc4ccccc4n23)c1
  27.4%	u	u	0.8%	4.2%	u	3.16µM*	u	-3.5	16.9µM*	15.8µM*
CCOC(=O)N1CCC(NCCNC(=O)c2ccc(F)c(F)c2)CC1
  -14.4%	2.0%	x	0.1%	x	x	-6.7%	0.2%	-6.4	-2.2%	x
Cc1cccc(C(=O)Nc2nnc(-c3ccncc3)o2)c1
  10.5%	3.2%	3.16µM*	-3.9%	15.6%	2.82µM*	24.1%	-9.1%	3.9	u	-4.9%
COc1cc(/C=N/NC(=O)CN(Cc2ccco2)S(=O)(=O)c2ccccc2)ccc1O
  -3.3%	-3.2%	u	-19.3%	-4.6%	22.9%	1.1%	-0.4%	-2.2	0.0%	2.0%
N/C(=N\OC(=O)c1ccc([N+](=O)[O-])cc1)c1ccccn1
  -6.2%	0.355µM*	-41.3%	u	-23.3%	6.2%	0.316µM*	u	-13.9	0.601µM*	-31.5%
Cc1ccc(/C=C/C(=O)O)cc1S(=O)(=O)NCCCC(=O)O
  -2.1%	-1.4%	-9.3%	0.6%	0.1%	-3.2%	1.2%	2.8%	18.0	0.7%	6.4%
N#CCCCSc1nnc(-c2ccc(Cl)cc2)n1-c1ccccc1
  -2.6%	-12.9%	46.0%	-3.4%	-1.4%	12.2%	-4.2%	-0.4%	2.0	4.6%	2.9%
CCC1CCCCN1C(=O)COc1ccc2c(c1)OCO2 (configuration not stated)
  -6.1%	0.7%	-3.0%	28.7%	x	18.6%	4.2%	8.1%	2.2	-0.6%	-12.6%
CCOc1ccccc1C(=O)NCC(=O)OCCCOC(=O)CNC(=O)c1ccccc1OCC
  5.8%	1.5%	x	-24.4%	x	x	-0.7%	-9.1%	-13.4	0.8%	x
OC1(c2ccccc2)C/C(=N\n2cnnc2)C=C1c1ccccc1 (configuration not stated)
  2.2%	-0.9%	-2.7%	-7.1%	4.8%	0.5%	3.3%	3.0%	-12.0	-0.3%	-6.8%
Cc1ccc(S(=O)(=O)NC2CCSC2=O)cc1C (configuration not stated)
  -0.2%	-4.8%	x	-22.6%	x	x	-3.0%	0.1%	8.7	-1.1%	x
CCOc1cccc2cc(C(=O)NCc3ccccc3)c(=N)oc12
  11.7%	-1.1%	10.8%	-9.1%	32.1%[activator]	22.5%	0.7%	16.0%	31.4[activator]	16.9µM*	x
COc1cccc(NC(=O)C2C3C=CC4(O3)C2C(=O)N(C2CC2)C4C(=O)NC2CCCCC2C)c1 (configuration not stated)
  -10.0%	-1.0%	-14.7%	-3.2%	-16.5%	-11.9%	-11.8%	0.3%	-16.1	6.1%	0.6%
CN(Cc1nc(-c2cccs2)no1)CC1COCCO1 (configuration not stated)
  3.0%	u	8.7%	u	4.9%	14.9%	u	u	16.8	u	-23.5%
CC(=O)Nc1ccccc1OC(C)C(=O)N1CC(C)CC(C)C1 (configuration not stated)
  -5.7%	3.5%	u	-25.6%	x	-27.2%	-3.9%	-1.4%	8.8	-1.5%	-13.2%
CC(C)(C)C1CCC(=NNC(=O)CC(=O)NCc2ccccc2)CC1 (configuration not stated)
  -2.0%	2.9%	-9.8%	-22.5%	6.0%	-6.8%	-7.3%	0.8%	18.5	-2.5%	-12.6%
Cc1ncc(CO)c2c1Oc1nc(-c3ccccc3)nc(SCC(=O)N3CCCCC3)c1C2
  -2.5%	0.5%	6.2%	-17.1%	x	-9.3%	-14.4%	-10.2%	-23.9	-1.8%&-1.6%	x
CC(=O)N1CCc2cc(S(=O)(=O)NC(Cc3ccccc3)C(=O)NCCN3CCCCC3C)ccc21 (configuration not stated)
  -4.0%	1.9%	0.8%	-5.8%	-0.3%	-5.9%	2.5%	3.3%	10.2	-0.5%	1.0%
COc1ccc(C(=O)N2CCN(c3ccccc3Cl)CC2)cc1S(=O)(=O)NC1CC1
  -7.2%	-4.8%	x	-36.4%	x	x	-3.2%	-1.3%	-20.8	-0.5%	x
O=C(CN(Cc1ccco1)Cc1cccs1)N1CCN(S(=O)(=O)c2cccc(F)c2)CC1
  1.5%	-3.8%	x	-15.3%	x	x	-13.8%	-12.7%	21.8	-0.4%	x
